Source: PubChem BioAssay (several laboratories)
GPR55 beta-arrestin = selective activators of receptor GPR55 – imaging, U2OS cells, beta-arrestin-GFP redistribution, primary screen (AID 1961); U2OS GPR55 beta-arrestin-GFP redistribution imaging; higher % means a stronger effect; activation, % at 10 µM; hits with a dose series show EC50 in µM; 0.048% of 290,000 active;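 active = activation above 40% with more than 50 cells counted in the well; inconclusive = wells holding fewer than 50 cells, flagged as toxic or sparse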;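 also: U2OS osteosarcoma cells stably expressing GPR55 and beta-arrestin-GFP; plate controls were DMSO negative control for no effect and LPI positive control for full effect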
KOR beta-arrestin-1 = kappa opioid receptor activators – cell-based, luminescence, uHTS, primary screen (AID 1777) | KOR beta-arrestin recruitment, luminescence; higher % means a stronger effect | one-dose activation, % at 10 µM; EC50 in µM for titrated hits | 0.02% of 280,000 active; in the data active = activation above about 50%, passing the limit was not always enough; also: a part of the inactive calls stands beside numbers as strong as those of hits
KOR beta-arrestin-2 = KOR antagonists, beta-arrestin recruitment, cell-based, luminescence, uHTS (AID 1778) | one-dose inhibition, % at 10 µM; IC50 in µM for titrated hits | KOR beta-arrestin recruitment, luminescence, antagonist mode; higher % means a stronger effect | 0.091% of 290,000 active; also: strong numbers were not always called active
NTR1 agonist = agonists of NTR1, primary screen, imaging, U2OS cells, beta-arrestin-GFP, high content (AID 493036). 0.17% of 330,000 active. activation, % at 20 µM. NTR1-U2OS beta-arrestin-GFP spot imaging, agonist mode. P30989;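 active = activation at or above 40% of the spot to cytoplasm intensity ratio, with at least 20 cells analyzed; inconclusive = wells under 20 cells, flagged as cytotoxic or low count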;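 also: 0% = DMSO without peptide and 100% = 100 nM NTR1 peptide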
Target sequence (P30989 whole entry, looked up): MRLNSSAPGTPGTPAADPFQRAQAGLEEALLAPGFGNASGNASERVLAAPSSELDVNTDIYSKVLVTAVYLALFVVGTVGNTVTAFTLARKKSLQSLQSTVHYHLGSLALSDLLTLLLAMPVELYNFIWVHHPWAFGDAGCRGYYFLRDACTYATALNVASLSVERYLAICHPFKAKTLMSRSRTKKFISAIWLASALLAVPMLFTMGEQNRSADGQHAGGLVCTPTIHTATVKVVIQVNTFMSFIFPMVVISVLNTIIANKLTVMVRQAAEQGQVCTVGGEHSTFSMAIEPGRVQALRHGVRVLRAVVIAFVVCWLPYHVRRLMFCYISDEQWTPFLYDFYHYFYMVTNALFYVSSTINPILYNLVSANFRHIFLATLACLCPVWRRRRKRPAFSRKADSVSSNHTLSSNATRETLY
HEK293 NOD2/NF-kB = inhibition of NOD2-driven NF-kB reporter – cell-based, luminescence, uHTS, HEK293 (AID 1566). HEK293 NOD2/NF-kB luciferase reporter, luminescence; higher % means a stronger effect. 0.63% of 290,000 active. one-dose inhibition, % at 4 µM; EC50 in µM for titrated hits; also: many of its hits are not listed in these tables
T cell HTS = modulates CD8 T cell binding to vesicles; 2C CD8+ T cell-vesicle binding, flow cytometry; active compounds read low; calls only at 7 µM; AID 2052; 0.068% of 330,000 active;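 active = response, share of CD8 T cells binding vesicles, and their 90th percentile fluorescence all below set limits, cut at about 80% in these data, passing the limit was not always enough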
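Assay system: 2C TCR transgenic mouse naive CD8+ T cells, MACS-purified | Read-out: CD8+ gate FL2 mean fluorescence as % of same-row positive control | Signal: High-throughput flow cytometry with anti-B7-1 and anti-CD8 staining | Timing: Binding step 1.5 h, 37 °C, antibody labelling 20 min, ice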
GPR55 LPI antagonism = GPR55 antagonists blocking LPI-driven arrestin recruitment, primary screen, imaging, U2OS, beta-arrestin-GFP, LPI agonist (AID 2013). inhibition, % at 10 µM, or IC50 in µM where a hit was titrated. 0.13% of 290,000 active. U2OS GPR55 beta-arrestin-GFP translocation imaging, LPI antagonism; higher % means a stronger effect;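 active = spots per cell inhibited over 60%, with over 100 cells counted and total cytoplasm intensity under 500,000; inconclusive = wells with under 100 cells, flagged as likely toxic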;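 also: U2OS cells stably carrying GPR55 and arrestin-GFP stimulated by 5 µM LPI near EC80; imaged beta-arrestin-GFP aggregate spots per cell after agonist stimulation; plate controls were LPI-stimulated DMSO wells for no effect and DMSO wells without LPI for full effect; some results filed as inactive read as strong as hits; confirmed hits need IC50 under 10 µM and bright autofluorescent wells are also inconclusive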
Myeloid diff 2 = myeloid differentiation induction; ER-HoxA9 myeloid progenitors, lysozyme-GFP differentiation, flow cytometry; calls only at 10 µM; 1% of 360,000 active; AID 624256;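 active = normalized GFP-positive differentiation at or above the plate's own cutoff, the solvent-only control mean plus 3 SD; inconclusive = no clear call, values can overlap the other calls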;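 also: cells exposed to compound for four days before flow analysis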
NOD1 NF-kB reporter = inhibition of NOD1-driven NF-kB reporter – cell-based, luminescence, uHTS, primary screen (AID 1578). 1% of 290,000 active. inhibition, % at 4 µM, or EC50 in µM where a hit was titrated. NOD1-driven NF-kB luciferase reporter cells, luminescence; higher % means a stronger effect; in the data active = inhibition mostly above about 36%, no sharp cut-off; inactive = mostly below about 34%;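 also: HEK-293T reporter cells stimulated with the NOD1 agonist gamma-tri-DAP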
T cell HTS vesicle-bound % = further read-out of T cell HTS, marked with its call; double positive events, %; measured here: CD8+ vesicle-bound cell fraction;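 binding gate set so that unloaded-vesicle control wells show 10% double positive cells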
NTR1 agonist cell count 20 µM = second read-out of NTR1 agonist, no call of its own (marks repeat the call); cell count; measured here: cell count, cytotoxicity flag
Myeloid diff 2 GFP+ MAC1+ % = recorded beside Myeloid diff 2, whose call it bears; GFP+ MAC1+ double positive, %; measured here: differentiation confirmed by MAC1 staining
* = called active by the depositor; i = inactive; ? = inconclusive; nt = no result given; [ ] = dose if it differs, or a comment. Rule as the data show it, unless noted: active = inhibition above about 50%; inactive = the rest. Not all compounds are listed; rates above refer to the full screens.

SMILES	GPR55 beta-arrestin	KOR beta-arrestin-1	KOR beta-arrestin-2	NTR1 agonist	NTR1 agonist cell count 20 µM	HEK293 NOD2/NF-kB	T cell HTS	T cell HTS vesicle-bound %	GPR55 LPI antagonism	Myeloid diff 2	Myeloid diff 2 GFP+ MAC1+ %	NOD1 NF-kB reporter
Cc1onc(-c2ccccc2)c1CNS(=O)(=O)c1ccccc1	-0.2%	2.6%	31.8%	-0.7	61	-4.7%	i	38.5	-0.5%	i	0.3	-1.9%
COCCCN=C1NN=C(c2cc(C)n(-c3ccccc3)c2C)CS1	0.2%	-3.9%	-38.6%	-0.8	76	16.8%	i	61.6	-4.3%	i	0.9	2.6%
COc1ccc(N2CCN(C(=O)c3ccc(N(C)S(=O)(=O)c4ccc(OC)cc4)cc3)CC2)cc1	0.3%	2.4%	-21.6%	1.9	61	23.2%	i	24.3	-3.9%	i	0.2	-2.2%
CCCCN(C(=S)NC(=O)c1cc(OC)c(OC)c(OC)c1)c1c(N)n(Cc2ccccc2)c(=O)[nH]c1=O	1.5%	-0.9%	-6.8%	2.4	39	18.0%	i	47.0	18.0%	i	0.5	-5.7%
c1ccc(Nc2ccccc2Nc2ccccn2)nc1	-0.3%	-1.2%	-31.4%	-0.2	57	0.4%	i	41.6	10.5%	i	1.7	-18.7%
COC1CCCCC1Nc1cccc(SC)c1 (stereo unspecified)	-0.1%	-3.9%	29.7%	-0.7	49	9.2%	i	25.6	8.0%	i	4.4	-25.3%
C/C(=N/OC(=O)CC(C)C)c1cc(-c2ccc(Cl)cc2)no1	-0.1%	-3.3%	-5.0%	-0.8	29	-71.4%	i	27.3	4.9%	i	0.1	-45.0%
COc1ccc(N2CCN(C(c3cccs3)C(C)NC(=O)C(=O)N3CCCCC3)CC2)cc1 (stereo unspecified)	-0.1%	1.2%	-1.6%	0.2	60	-10.6%	i	2.9	-3.0%	i	0.5	7.5%
Nc1n[nH]c(-c2cccc([N+](=O)[O-])c2)n1	0.5%	-5.6%	-14.0%	-0.3	47	2.0%	i	35.3	5.4%	i	0.1	-30.3%
Cc1ccc(Cn2ncc3c(N4CCN(C)CC4)ncnc32)cc1	-0.4%	3.3%	-45.1%	0.0	48	7.6%	i	40.9	10.0%	i	0.2	11.0%
COc1ccccc1CC(=O)Nc1ccc2[nH]ncc2c1	-0.1%	-0.2%	-55.0%[20 µM]	-0.2	62	8.4%	i	58.4	6.2%	i	0.6	24.5%
COC(=O)c1ccccc1NC(=O)C1CC(=O)N(c2ccc(F)cc2)C1 (stereo unspecified)	-0.1%	-1.6%	25.9%	-0.2	51	8.8%	i	39.9	7.7%	i	0.6	-13.2%
O=C(CN1CC[n+]2c(-c3cccs3)csc21)c1ccc(Br)cc1	0.0%	3.5%	-8.0%	2.0	74	-40.0%	i	50.1	7.0%	i	0.6	5.0%
CS(=O)(=O)c1cccc(C(=O)Oc2ccccc2)c1	1.0%	2.1%	35.0%	-0.3	67	1.8%	i	27.0	4.7%	i	1.3	7.3%
O=C(NCC(=O)N1CCOCC1)c1ccc(Cl)cc1	0.0%	3.0%	-12.9%	-0.2	64	3.9%	i	24.8	14.9%	i	0.6	-15.3%
Cc1nccn1CC(=O)N/N=C/c1ccc(O)c(O)c1	-0.2%	1.0%	26.2%	-0.7	63	-3.9%	i	10.6	-9.5%	nt	nt	-25.9%
Cc1noc(C)c1COc1cccc(C(=O)Nc2ccc3c(c2)OCO3)c1	0.2%	-0.9%	-11.2%	0.0	46	-8.9%	i	8.8	-4.5%	i	0.3	-28.2%
O=C(NCC(=O)c1ccccc1)OCc1ccc([N+](=O)[O-])cc1	0.4%	-6.8%	18.8%[20 µM]	1.0	43	19.4%	i	53.9	-6.4%	i	0.6	-19.7%
CCOC(=O)Nc1ccc2c(c1)ncn2C1CCCCC1	-0.1%	2.5%	24.8%	-0.1	44	6.5%	i	4.9	8.0%	i	0.5	-34.4%
NC1=NC(=O)/C(=C/c2cccc(-c3ccc(S(N)(=O)=O)cc3)c2)S1	-0.2%	-0.3%	-5.3%[20 µM]	-3.1	98	16.7%	i	62.8	-1.7%	i	0.9	-11.0%
Cc1ccccc1C(=O)N1CCC(C(=O)Nc2ccccc2Cl)CC1	-0.2%	2.7%	26.5%	0.1	60	-10.3%	i	12.5	10.3%	i	0.6	-17.2%
Cn1c(=O)c2c(nc(-n3ccnc3)n2Cc2ccc(Cl)cc2Cl)n(C)c1=O	?	2.0%	23.4%	0.4	60	15.0%	i	11.7	nt	i	1.1	13.2%
CCOC(=O)N1CCN(C(=O)c2ccc(CS(=O)c3ccccc3)o2)CC1 (stereo unspecified)	-0.1%	5.9%	9.2%	0.6	61	13.1%	i	38.5	-6.5%	i	1.5	-23.6%
O=C(CSc1nnc(-c2ccccc2F)n1C1CC1)Nc1cccnc1Cl	0.2%	5.0%	nt	-0.3	37	19.9%	i	44.6	2.0%	i	0.5	-13.0%
CC(=O)N1CCCc2cc(S(=O)(=O)N(CC(C)C)CC(C)C)ccc21	-0.1%	5.7%	-24.7%	0.1	47	5.7%	i	30.7	-9.1%	i	0.0	-6.1%
SMILES	GPR55 beta-arrestin	KOR beta-arrestin-1	KOR beta-arrestin-2	NTR1 agonist	NTR1 agonist cell count 20 µM	HEK293 NOD2/NF-kB	T cell HTS	T cell HTS vesicle-bound %	GPR55 LPI antagonism	Myeloid diff 2	Myeloid diff 2 GFP+ MAC1+ %	NOD1 NF-kB reporter
COc1ccc2c(c1)nc1n2CN(CC2CCCO2)CN1Cc1ccccc1 (stereo unspecified)	-0.3%	2.8%	-35.4%	nt	nt	-28.9%	nt	nt	4.2%	nt	nt	-46.4%
COCCSc1nc2c(c(=O)[nH]c(=O)n2C)n1Cc1cccc(C)c1	-0.5%	9.2%	5.3%	-0.2	94	9.0%	i	17.3	-3.5%	i	2.0	-20.0%
Cc1cc(SC(C)C(=O)Nc2ncc(Cl)cc2Cl)nc2ccccc12 (stereo unspecified)	0.1%	-2.5%	28.5%	nt	nt	-35.8%	i	39.1	17.1%	i	1.3	-1.6%
CCc1ccc(NC(=O)CS(=O)CC(=O)NCCCc2ccccc2)cc1 (stereo unspecified)	0.3%	-1.4%	23.2%	0.3	54	-10.9%	i	30.8	7.2%	i	0.4	9.1%
CN1C(=O)c2ccc(C(=O)NCc3ccco3)cc2C1=O	-0.1%	0.0%	-1.7%	-1.0	54	3.2%	i	63.6	17.3%	i	0.8	-17.8%
CC(C)Cc1ccc(C(=O)NCc2ccc3c(c2)OCO3)o1	-0.1%	3.6%	-14.6%[20 µM]	1.4	52	9.5%	i	40.9	14.8%	i	0.4	4.8%
Cc1[nH]ncc1N=Cc1ccc([N+](=O)[O-])cc1	-0.1%	0.9%	11.2%	-2.7	78	-2.6%	i	49.5	7.3%	i	0.6	-32.9%
Cn1ncc(Cl)c1C(=O)N1CCN(S(=O)(=O)c2cccs2)CC1	-0.1%	12.3%	-4.3%	0.6	64	-0.2%	i	70.1	1.3%	i	9.2	-13.0%
Cc1ccc(N2N=C(c3ccc(Br)cc3)CCC2=O)cc1	-0.1%	-0.5%	-7.2%	6.1	75	1.9%	i	37.0	-4.1%	i	0.0	-15.2%
CC(=O)Nc1cccc(NC(=O)Nc2ccc(F)cc2F)c1	-0.2%	3.5%	-12.6%	-1.0	72	-4.6%	i	33.2	-5.1%	i	0.2	-11.4%
CN(Cc1ccc(OCC(O)CN2CCCCC2)cc1)Cc1ccnc2ccccc12 (stereo unspecified)	-0.3%	nt	6.5%	nt	nt	34.4%	nt	nt	11.2%	i	1.6	29.9%
COc1cccc(C(C(=O)NCc2ccccc2)N(C(=O)c2csnn2)C2CC2)c1 (stereo unspecified)	-0.1%	-2.7%	-20.0%	-0.6	38	12.6%	i	20.7	3.0%	i	2.4	10.9%
O=C(N=Nc1c(O)n(C2OC(=O)c3ccccc32)c2ccccc12)c1ccc(O)cc1 (stereo unspecified)	0.3%	-3.3%	22.7%	0.9	42	-1.6%	i	29.9	19.7%	i	1.2	-32.2%
C#CCN1C(=O)C(O)(CC(=O)/C=C/c2ccco2)c2ccccc21 (stereo unspecified)	-0.1%	-7.4%	10.7%[20 µM]	1.5	89	17.8%	i	50.2	-2.2%	i	0.5	-14.4%
CC1Cc2ccccc2N1C(=O)CSc1nnc2sc3ccccc3n12 (stereo unspecified)	0.2%	-1.0%	-68.9%	-0.3	75	10.5%	i	27.7	-0.5%	i	0.4	-22.7%
NS(=O)(=O)c1ccc(NC(=O)CSc2cn[nH]n2)cc1	0.0%	-1.7%	-9.4%	1.8	57	18.9%	i	15.9	4.9%	i	0.0	14.3%
CCOC(=O)C1CCN(C(=O)CCCn2nc(C)c3c(C)n(-c4ccc(C)cc4)nc3c2=O)CC1	-0.2%	3.9%	14.8%	0.4	82	11.0%	i	6.0	7.4%	?	nt	-4.8%
O=C(CNS(=O)(=O)c1ccccc1)OCC(=O)c1ccc([N+](=O)[O-])cc1	-0.4%	0.7%	38.6%	0.1	55	12.8%	i	3.5	3.4%	i	3.1	-21.3%
CC(=O)c1c(C)[nH]c(C(=O)OCC(=O)Nc2ncc(Cl)c(C)c2Cl)c1C	0.2%	5.8%	7.5%	0.3	87	18.8%	i	17.9	4.5%	i	0.8	-10.2%
Cc1ccc2oc(=O)cc(CN3CCN(C/C=C/c4ccccc4)CC3)c2c1	0.7%	0.3%	24.4%	1.1	51	-31.6%	i	17.0	4.5%	i	0.3	-7.4%
Cc1ccc(NC(=S)NC2CCCC2)cc1	0.3%	4.5%	-4.8%	-0.8	46	-24.0%	i	26.7	22.6%	i	0.6	-7.2%
Cc1ccc(OCc2nc(-c3ccccn3)n[nH]2)cc1	0.0%	1.7%	-4.6%	-0.6	64	-26.3%	i	41.9	6.2%	i	0.9	-39.1%
COc1ccc(Cl)cc1C(=O)OCC(=O)NCCNC(=O)COC(=O)c1cc(Cl)ccc1OC	-0.1%	4.3%	-0.6%	0.7	71	-5.5%	i	15.0	5.9%	i	0.4	-29.2%
